Runt-SMMHC FRET: inhibitors of RUNX1 Runt–CBFb-SMMHC binding, primary screen, biochemical, FRET, Cerulean-Runt, Venus-CBFb-SMMHC, uHTS; Runt-related transcription factor 1 (Homo sapiens) + Core-binding factor subunit beta …; Cerulean-Runt/Venus-CBFb-SMMHC FRET ratio 530/480, 1 h; inhibition, % at 20 µM; 0.74% of 220,000 active;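 active = mean inhibition across duplicate retests at 20 µM reaching about 50%, limit read from the data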;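 note: 0% = DMSO wells and 100% = wells with excess untagged CBFb-SMMHC; inhibitors lower the FRET ratio by blocking Runt binding to CBFb-SMMHC; some results filed as inactive read as strong as hits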
Target sequence (Q01196 whole entry, looked up): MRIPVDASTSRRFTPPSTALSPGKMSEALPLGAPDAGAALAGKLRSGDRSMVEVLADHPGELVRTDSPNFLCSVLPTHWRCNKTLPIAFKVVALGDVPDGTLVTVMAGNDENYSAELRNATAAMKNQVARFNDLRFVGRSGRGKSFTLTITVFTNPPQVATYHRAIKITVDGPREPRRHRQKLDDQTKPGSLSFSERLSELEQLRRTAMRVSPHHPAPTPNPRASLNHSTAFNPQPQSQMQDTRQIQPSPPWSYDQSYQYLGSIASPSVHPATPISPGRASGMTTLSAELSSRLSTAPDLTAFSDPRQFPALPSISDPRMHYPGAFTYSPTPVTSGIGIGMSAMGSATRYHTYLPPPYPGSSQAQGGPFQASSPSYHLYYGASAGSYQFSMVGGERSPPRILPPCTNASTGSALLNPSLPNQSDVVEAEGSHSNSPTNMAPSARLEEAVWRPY
Target sequence (Q13951 whole entry, looked up): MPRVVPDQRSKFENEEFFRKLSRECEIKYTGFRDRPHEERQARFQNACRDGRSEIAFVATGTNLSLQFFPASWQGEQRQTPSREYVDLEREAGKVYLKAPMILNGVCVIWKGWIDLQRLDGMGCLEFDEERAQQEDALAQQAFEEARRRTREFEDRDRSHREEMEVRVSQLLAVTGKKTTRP
zVAD death inh: inhibitors of zVAD-triggered necroptosis, primary screen, L929 cells; L929 zVAD necroptosis rescue, ATP luminescence, 24 h; with zVAD 60 µM; viability rescue, % at 10 µM; 0.38% of 220,000 active;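 active = activation, scaled between plate controls, above about 75%, limit read from the data; inactive = activation under that limit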;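 note: 0% = zVAD with DMSO and 100% = DMSO alone without zVAD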
TbHK1 inh: Trypanosoma brucei hexokinase 1 inhibitors, primary screen, biochemical, G6PDH-coupled NADH absorbance, MLSCN library. hexokinase 1 [Trypanosoma brucei]. recombinant TbHK1, G6PDH-coupled NADH A340. inhibition, % at 10 µM. 0.11% of 220,000 active. AID 1430, 2008;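 active = inhibition of 50% or more in the single-dose primary screen; inactive = inhibition below 50%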
Hck-Nef inh: inhibitors of Nef-activated human Hck kinase, primary screen, biochemical, Z-Lyte FRET, 384-well, Hck-YEEI | 0.68% of 220,000 active | inhibition, % at 20 µM | Tyrosine-protein kinase HCK (Homo sapiens), P08631 | AID 463187, 2010 | Recombinant Hck-YEEI plus Nef, Z-Lyte FRET kinase assay;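 active = Hck-Nef kinase inhibition above about 50%, limit read from the data; inactive = inhibition below that limit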;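 note: 0% = DMSO with Hck plus Nef and 100% = Hck alone without Nef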
p47phox inh: p47phox/p22phox peptide binding inhibitors, primary screen, biochemical, uHTS, NADPH oxidase regulatory subunit. 0.53% of 220,000 active. Neutrophil cytosol factor 1 (Homo sapiens), P14598. fluorescence polarization, 2 h. inhibition, % at 24.7 µM. AID 1274, 2008;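 active = inhibition above about 30%, limit read from the data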;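 note: 0% = p47phox with labelled peptide and 100% = labelled peptide alone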
Runt-CBFb FRET: inhibitors of RUNX1 Runt–CBFb binding, primary screen, biochemical, FRET, Cerulean-Runt, Venus-CBFb, uHTS; inhibition, % at 20 µM; 0.46% of 220,000 active; Runt-related transcription factor 1 (Homo sapiens) + Core-binding factor subunit beta …; Cerulean-Runt/Venus-CBFb FRET ratio 530/480, 1 h;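 active = inhibition over about 50% at 20 µM in the single-dose screen, limit read from the data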;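 note: 0% = DMSO wells and 100% = excess unlabeled CBFb competitor control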
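Doses: 20 µM compound in 1% DMSO | Material: Cerulean-labeled Runt domain protein | Amount: Each fluorescent fusion protein 100 nM | Schedule: Two 1 h room-temperature incubations shielded from light | Measured by: FRET fluorescence | Evaluation: Loss of energy transfer signal | Controls: Unlabeled CBFb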
14-3-3 Bad inh: inhibitors of 14-3-3 zeta/Bad binding, primary screen, biochemical, TR-FRET, bovine 14-3-3 zeta; inhibition, % at 21.7 µM; TR-FRET 14-3-3zeta/Dy647-pBad peptide displacement, 1 h; AID 781, 2007; 0.71% of 220,000 active;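 active = inhibition above about 70%, limit read from the data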;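 note: 0% = full 14-3-3 plus peptide FRET controls and 100% = background without 14-3-3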
Target sequence (P63103 whole entry, looked up): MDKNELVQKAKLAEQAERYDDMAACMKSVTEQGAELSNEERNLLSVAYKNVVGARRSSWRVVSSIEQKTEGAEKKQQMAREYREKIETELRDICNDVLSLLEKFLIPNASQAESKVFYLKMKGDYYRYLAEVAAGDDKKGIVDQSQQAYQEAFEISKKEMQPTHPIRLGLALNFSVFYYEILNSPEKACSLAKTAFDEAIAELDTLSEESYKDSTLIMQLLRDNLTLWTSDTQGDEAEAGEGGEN
Mdm2 ligase inh: MDM2-luciferase reporter signal enhancers, primary screen, MDM2 E3 ligase inhibitor project, cell-based, luminescence, 1536-well; cell-based MDM2 ubiquitination luciferase reporter, 2 h; 0 = plate control, 100 = twice control, blank-subtracted; 0.11% of 210,000 active; signal enhancement, % at 5 µM; AID 1230, 2008;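 active = signal enhancement of 30% or more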;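 note: luminescence tracks abundance of the self-degrading MDM2-luciferase fusion protein; higher signal means inhibition of MDM2 E3 ligase activity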
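Test system: mammalian cells stably expressing self-ubiquitinating, self-degrading MDM2 E3–luciferase fusion; Amount: 2000 cells in each well; Medium: DMEM; Schedule: 4 h settle plus 2 h compound, 37 °C; Technique: SteadyLite luciferase luminescence after 15 min room-temperature reagent incubation; Benchmarks: plate control and blank wells.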
EBV gp42 block: Epstein-Barr virus gp42 inhibitors, primary screen, biochemical, uHTS, fluorescence polarization | Fluorescence polarization binding assay, mP read-out | inhibition, % (tested at 21.74 µM) | 0.42% of 220,000 active | AID 1085, 2008; in the data active = inhibition above about 50%
* hit, by the source's call; x = not tested or not shown; [ ] = dose if it differs, or a comment.

Compound	Runt-SMMHC FRET	zVAD death inh	TbHK1 inh	Hck-Nef inh	p47phox inh	Runt-CBFb FRET	14-3-3 Bad inh	Mdm2 ligase inh	EBV gp42 block
CCOC(=O)C1CCCCN1Cc1ccc(F)c(Br)c1 (stereo not given)	-6	0.3	2	0	3	0	41	11	-5
CCCCCNc1nc(-c2ccccc2)cs1	4	0.5	-5	1	-3	0	3	-35	-15
O=C(CSCc1c(Cl)cccc1Cl)Nc1cccnc1	-1	2.6	0	-5	4	-2	1	-13	5
CCCN(CCC)S(=O)(=O)c1ccc(C(=O)NCc2n[nH]c(=S)n2-c2ccc(Cl)c(Cl)c2)cc1	16	0.5	1	0	-9	-11	-16	-5	-13
c1ccc(-n2nnnc2SCc2cn3ccccc3n2)cc1	-7	-0.2	7	0	-11	2	-16	-27	-15
C[C@@H]1CN(c2nc3nonc3nc2N2CCSCC2)C[C@H](C)O1	-3	-0.1	-33	6	-13	2	-10	5	-9
COc1ccc(N=c2oc3c(OC)cccc3cc2C(=O)NCc2ccco2)cc1OC	-18	47	-9	2	-1	-2	8[fluorescence artefact?]	-10	28
CCc1sc(NC(=O)CCC(=O)O)nc1-c1cc2ccccc2oc1=O	0	0.6	-18	12	x	3	8	x	-13
COc1ccc(-c2nc(-c3ccc(NC(=O)c4ccc(Br)o4)cc3)no2)cc1OC	0	2.6	-4	0	-13	3	3	-5	6
CC1CC(C)CN(CC(=O)Nc2ccc(S(N)(=O)=O)cc2)C1 (stereo not given)	-2	0.0	2	0	-7	9	-17	-9	-59
Cc1ccc(C(=O)N(CC(=O)NC2CCCC2)c2ccc3c(c2)OCCO3)s1	-1	-0.8	10	19	2	1	4	-12	-7
Cc1cc(NS(=O)(=O)c2ccc(NC(=O)C(C)N3C(=O)c4ccccc4C3=O)cc2)nc(C)n1 (stereo not given)	2	-0.1	-1	7	-1	2	27[fluorescence artefact?]	-5	-20
CCc1ccc(-c2csc3ncn(CC(=O)N4CCOCC4)c(=O)c23)cc1	2	0.1	-8	1	-8	1	-18[fluorescence artefact?]	-15	1
CCCC1=C(C(=O)OCC)C(c2ccc(O)cc2)n2ncnc2N1 (stereo not given)	-4	-0.1	-1	0	-6	0	-2	-6	1
COCCCNC(=O)CCn1c(=O)c2ccccc2n(CC(=O)Nc2ccc(C)cc2C)c1=O	3	0.2	1	6	-15	0	9	-5	-6

Other results
Compound	Runt-SMMHC FRET	zVAD death inh	TbHK1 inh	Hck-Nef inh	p47phox inh	Runt-CBFb FRET	14-3-3 Bad inh	Mdm2 ligase inh	EBV gp42 block
O=C(Nc1cnn(Cc2ccc(F)cc2)c1)c1noc2c1CCCC2	-2	2.2	-3	9	-17	-6	10	-9	-7
S=C1NCN(Cc2cccnc2)CN1c1cccc2ccccc12	0	0.1	0	9	3	2	-8	-14	2
CCN(CC)S(=O)(=O)c1cccc(NC(=O)COC(=O)C2COc3ccccc3O2)c1 (stereo not given)	5	-0.3	-5	-2	-15	-2	-14	19	1
CCn1cc(/C=C/C(=O)Nc2c(C)nn(Cc3ccccc3C)c2C)cn1	2	1.6	3	4	-8	0	-5	0	-16
COc1ccc(C2=NO[C@@H]3C(=O)N(Cc4ccccc4)C(=O)[C@H]23)cc1OC	-6	0.5	3	1	-2	-1	-2	-12	-7
CC1(Cc2cn(CCC#N)c3ccccc23)OCCO1	-1	-0.2	4	3	-11	0	-3[fluorescence artefact?]	0	-7
O=C(O)CCC(=O)Nc1ccc2c(c1)oc1ccccc12	2	1.2	-2	7	-4	2	4	2	-12
Cc1ccc(C)c(N2CCN(C(=O)c3cccn4c(=O)c5sccc5nc34)CC2)c1	-2	1.9	-18	4	9	-3	7	-2	14
O=C(Cn1nc2sc3ccccc3n2c(=O)c1=O)c1ccc(Cl)cc1	-1	-0.2	-4	5	-3	-1	1	-20	-19
O=C(CSCc1cnn(-c2ccccc2)c1-n1cccc1)NCc1cccs1	-2	-0.2	2	0	2	-1	-5	-17	-13
COc1cc(/C=N/NC(=O)CCc2n[nH]c(=O)[nH]c2=O)cc(OC)c1OC	3	0.3	-11	2	4	2	2	x	-22
CSc1nc2cc(C)nn2c(-c2ccc(C(C)(C)C)cc2)c1C#N	-6	-0.5	-5	4	-14	-1	-18	1	11
C=CCn1c(=O)/c(=C/c2ccc(Cl)cc2)s/c1=C(/C#N)c1nnc2n1CCCCC2	-22	-0.5	-17	-2	-34	-15	-1[fluorescence artefact?]	-9	0
O=C(CSc1nnc(-c2cc(-c3cccs3)nc3ccccc23)o1)NC1CCCCC1	18	1.0	-9	-12	-26	3	-7[fluorescence artefact?]	x	0
CC1=C(C(=O)Nc2ccc(C)cc2C)C(c2cccs2)NC(=S)N1 (stereo not given)	0	0.4	-4	3	-18	1	-1	-16	-16

Remaining list, next part:
Compound	Runt-SMMHC FRET	zVAD death inh	TbHK1 inh	Hck-Nef inh	p47phox inh	Runt-CBFb FRET	14-3-3 Bad inh	Mdm2 ligase inh	EBV gp42 block
Cc1ccccc1NC(=O)CNC(=O)c1ccc(C(F)(F)F)cc1	4	0.8	39	2	-11	1	-3[fluorescence artefact?]	-10	-9
O=C1N(c2ccc3c(c2)OCCO3)C(c2ccccc2)C1(F)F (stereo not given)	0	1.3	3	3	7	0	-2	-10	-6
CCn1nnc(NC(=O)C(C)(c2ccccc2)c2ccccc2)n1	-2	1.0	-9	17	2	-1	-9	7	-9
CCCCCCCNc1nc(Cl)nc(NCCO)n1	-6	3.2	2	-4	-7	-2	-10	-16	-13
CCOC(=O)C1=c2/c(=C/c3ccncc3)c(N)c(C(=O)OC)n2C(=O)C(c2ccncc2)S1 (stereo not given)	-5	-1.6	-21	16	24	-6	58	-20	-9
O=C(Nc1ccc(Cl)cn1)c1ccc(COc2ccccc2Br)o1	3	2.1	10	25	-16	2	-6	20	-25
Cc1cccc(-n2ncc3c(N4CCC(C)CC4)ncnc32)c1	-4	1.0	-17	-1	-1	-1	3	-23	-16
CCC1C(=O)CC(c2ccco2)NC1c1ccco1 (stereo not given)	10	0.1	-3	7	-14	3	35[fluorescence artefact?]	5	-6
CN(C)/C=C/C(=O)c1cnc2sccn2c1=O	9	3.1	-21	-8	-6	8	-12	-3	4
Cc1cccc(NC(=O)N(Cc2cc3cc(C)ccc3[nH]c2=O)CC2COCCO2)c1 (stereo not given)	-7	2.6	-5	19	-3	-3	2	10	0
COc1cc(CC(=O)Nc2ccc3nc(SC)sc3c2)cc(OC)c1OC	2	0.6	-3	24	-24	0	-2	x	-23
O=C(NCCCn1ccnc1)c1ccc2c(c1)OCCO2	1	-0.4	-1	1	-3	-1	-4	1	90*
CCOC(=O)CCc1c(C)nc(SCCCn2c(=O)[nH]c3ccccc32)c(C#N)c1C	-1	0.1	-8	6	-18	-3	-2	-6	-16
CC1CCN(S(=O)(=O)c2ccc(C(=O)Nc3ccccc3-c3nc4ccccc4[nH]3)cc2)CC1	3	2.8	-23	4	-17	-2	3[fluorescence artefact?]	x	-3
O=C1N=C(N2CCOCC2)CS1	5	0.0	4	2	2	-2	3[fluorescence artefact?]	1	-5

Results in zVAD death inh and Hck-Nef inh, for 3 of the compounds above:
canonical_smiles,zVAD death inh,Hck-Nef inh
CCOC(=O)CCc1c(C)nc(SCCCn2c(=O)[nH]c3ccccc32)c(C#N)c1C,0.1,6
CC1CCN(S(=O)(=O)c2ccc(C(=O)Nc3ccccc3-c3nc4ccccc4[nH]3)cc2)CC1,2.8,4
O=C1N=C(N2CCOCC2)CS1,0.0,2

Next records:
Compound	Runt-SMMHC FRET	zVAD death inh	TbHK1 inh	Hck-Nef inh	p47phox inh	Runt-CBFb FRET	14-3-3 Bad inh	Mdm2 ligase inh	EBV gp42 block
Cc1cc(C)c(NC(=O)C2CCCN2CCO)c(C)c1 (stereo not given)	1	0.0	5	2	0	1	-13[fluorescence artefact?]	-3	-17
Cc1ccccc1CSCCNC(=O)c1ccc(Cl)c(S(=O)(=O)N2CCOCC2)c1	1	-0.6	6	9	-4	-3	-5	-7	-2
CCC(C)Oc1nc2c(c(=O)n(C)c(=O)n2C)n1C (stereo not given)	0	0.4	-6	17	-13	1	-1	-5	-12
COc1ccc(C(=O)N2CCSC2=S)cc1OC	-7	0.0	-6	-1	-6	0	14[fluorescence artefact?]	-17	-9
O=C(CSc1nc(-c2ccco2)cc(C(F)(F)F)n1)NCCCN1CCOCC1	2	1.2	-24	23	1	-2	2	-18	2
CSc1nsc(SCC(=O)Nc2ccc(C(C)=O)cc2)n1	-3	0.1	-1	-2	0	-1	1	-27	-15
O=C(CNS(=O)(=O)c1cccs1)Nc1ccc2c(c1)OCCO2	-6	1.1	2	-1	0	1	26	-5	-4
O=C(c1cnn(C(=O)c2cccc(S(=O)(=O)N3CCOCC3)c2)c1)c1cc(Cl)cc(Cl)c1O	-35	0.2	1	4	-23	-8	-5	-2	5
O=S(=O)(c1ccc2c(c1)OCCO2)N1CCN(c2ncnc3sccc23)CC1	2	-0.6	-3	4	-15	0	-2	-32	-1

High-throughput results from PubChem.
